Compound activity deposited in PubChem BioAssay by several laboratories.
MazF activator: activators of E. coli MazEF toxin-antitoxin RNase, primary screen, biochemical, fluorescence, uHTS; AID 504720, 2011; FAM/BHQ RNA-DNA oligo cleavage fluorescence, 5 h; 350,000 tested, 0.32% active; activation, % at 20 µM; Endoribonuclease toxin MazF (Escherichia coli (strain K12)), P0AE70; in the data active = activation above about 50%
Target sequence (P0AE70 whole entry, looked up): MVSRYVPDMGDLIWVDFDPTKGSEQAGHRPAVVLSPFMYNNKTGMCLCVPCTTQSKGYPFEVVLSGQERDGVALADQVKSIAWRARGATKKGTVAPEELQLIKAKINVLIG
BioA inh: M. tuberculosis BioA enzyme inhibitors, primary screen, biochemical, plate reader, single point, HTS. 7,8-diaminopelargonic acid synthase BioA (Mycobacterium tuberculosis). purified M. tuberculosis BioA enzyme. inhibition, % at 9.99 µM. 360,000 tested, 0.096% active. AID 602481, 2012; in the data active = inhibition above about 40%; inconclusive = no clear call, values can overlap the other calls
FadD28 binding: inhibitors of FadD28 bisubstrate probe binding, primary screen, biochemical, fluorescence polarization, single point | inhibition, % at 12.5 µM | AID 588549, 2011 | 360,000 tested, 0.22% active | Mycobacterium tuberculosis FadD28 fatty-acid-AMP ligase; in the data active = inhibition above about 8.5%, passing the limit was not always enough; inconclusive = no clear call, values can overlap the other calls
VHR inh abs: VHR1 phosphatase inhibitors, primary screen, biochemical, absorbance, uHTS; recombinant VHR phosphatase, pNPP absorbance; inhibition, % at 13.3 µM; 290,000 tested, 0.52% active; AID 1654, 2009; in the data active = inhibition above about 50%; also: some compounds called inactive have numbers as strong as hits
UGM FP inh: M. tuberculosis UGM enzyme inhibitors, primary screen, biochemical, fluorescence polarization, single point; UDP-galactopyranose mutase (Mycobacterium tuberculosis (strain ATCC 25618 / H37Rv)), …; purified UGM, fluorescence polarization probe displacement; inhibition, % at 10 µM; 320,000 tested, 0.06% active; in the data active = inhibition above about 10%, passing the limit was not always enough; inconclusive = no clear call, values can overlap the other calls
Target sequence (P9WIQ1 whole entry, looked up): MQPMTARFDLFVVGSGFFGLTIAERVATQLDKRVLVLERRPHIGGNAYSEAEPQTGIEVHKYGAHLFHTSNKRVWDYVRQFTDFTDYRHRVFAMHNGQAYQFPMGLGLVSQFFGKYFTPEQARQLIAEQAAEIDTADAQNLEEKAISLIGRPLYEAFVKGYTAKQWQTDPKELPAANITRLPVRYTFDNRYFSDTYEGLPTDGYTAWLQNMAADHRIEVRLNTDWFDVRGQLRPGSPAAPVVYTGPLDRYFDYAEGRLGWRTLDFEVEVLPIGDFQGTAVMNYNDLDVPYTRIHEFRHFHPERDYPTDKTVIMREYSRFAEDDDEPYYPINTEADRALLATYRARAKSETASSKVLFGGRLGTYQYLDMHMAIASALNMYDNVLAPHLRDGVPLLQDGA
BoNT F protease: BoNT/F light chain protease inhibitors, primary screen, biochemical, flow cytometry, MLPCN library. 360,000 tested, 0.22% active. AID 588497, 2011. Botulinum neurotoxin type F light chain protease (Clostridium botulinum). inhibition, % at 10 µM. Multiplex microsphere protease cleavage assay; in the data active = inhibition above about 35%, passing the limit was not always enough; inconclusive = no clear call, values can overlap the other calls; also: plate controls were buffer without enzyme for full effect and enzyme alone for no effect
Rv3671c inh: Rv3671c serine protease inhibitors, primary screen, biochemical, fluorescence polarization, M. tuberculosis H37Rv; 320,000 tested, 0.048% active; inhibition, % at 5.96 µM; AID 2606, 2010; P9WHR9; in the data active = inhibition above about 38%;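 also: extracellular domain of Rv3671c used as enzyme; 0% = enzyme with DMSO and 100% = no enzyme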
Target sequence (P9WHR9 whole entry, looked up, the tested form may be a part): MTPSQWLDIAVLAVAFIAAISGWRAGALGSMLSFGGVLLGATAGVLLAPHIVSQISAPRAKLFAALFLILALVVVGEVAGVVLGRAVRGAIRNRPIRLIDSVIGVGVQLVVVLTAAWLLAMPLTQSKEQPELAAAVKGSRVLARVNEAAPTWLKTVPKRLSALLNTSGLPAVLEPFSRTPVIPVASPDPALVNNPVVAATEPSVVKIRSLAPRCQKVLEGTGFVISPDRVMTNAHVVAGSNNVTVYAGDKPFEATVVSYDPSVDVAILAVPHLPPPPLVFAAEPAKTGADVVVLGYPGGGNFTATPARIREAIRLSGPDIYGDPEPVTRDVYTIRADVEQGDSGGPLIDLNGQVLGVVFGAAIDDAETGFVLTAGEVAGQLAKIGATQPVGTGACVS
FBA Mtb inh: Mtb FBA enzyme inhibitors, primary screen, biochemical, fluorescence, strain H37Rv; purified M. tuberculosis FBA, fluorescence read-out; Fructose-bisphosphate aldolase (Mycobacterium tuberculosis (strain ATCC 25618 / H37Rv)), …; inhibition, % at 1 µM; 360,000 tested, 2.3% active; in the data active = inhibition above about 27%;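 also: 0% = vehicle and 100% = reference inhibitor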
CCHFV vOTU inh: CCHFV vOTU protease inhibitors, primary screen, biochemical, Pep-AMC substrate, fluorescence; Crimean-Congo hemorrhagic fever virus L polyprotein viral ovarian tumor (vOTU) protease …; inhibition, % at 11.5 µM; 370,000 tested, 0.55% active; also: 0% = vehicle wells with enzyme and 100% = no enzyme wells
GDH-TPI inh: GDH-TPI coupling enzyme inhibitors, primary screen, artefact control for M. tuberculosis FBA inhibitor project, biochemical, absorbance, full deck | GDH-TPI coupled enzyme counterscreen, NADH absorbance | inhibition, % at 4.8 µM | 360,000 tested, 1.2% active;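 also: 0% = DMSO wells and 100% = wells lacking the enzyme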
Starred values were filed as active, the others as inactive. Rule as the data show it, unless noted: active = inhibition above about 30%; inactive = the rest.

Screening CCSc1nnc(-c2cccc(S(=O)(=O)N(C)C)c2)n1-c1cc(OC)ccc1OC returned MazF activator -6, BioA inh 13, FadD28 binding -4.7, VHR inh abs 4, UGM FP inh 3.6, BoNT F protease -40, Rv3671c inh 1, FBA Mtb inh 1, CCHFV vOTU inh 3 and GDH-TPI inh 3.
Screening CC(C)Oc1ccc(C(=O)NC(=S)N2CCOCC2)cc1 returned MazF activator 7, BioA inh -2.1, FadD28 binding -3.5, VHR inh abs -7, UGM FP inh -3.9, BoNT F protease 3, Rv3671c inh -18, FBA Mtb inh -3, CCHFV vOTU inh 7 and GDH-TPI inh 2.
CCCc1nc2ccccc2c(C(=O)OC2CCOC2=O)c1CC (stereo not drawn) was read as MazF activator -3, BioA inh 0.8, FadD28 binding -3.5, VHR inh abs -8, UGM FP inh 2.8, BoNT F protease -1, Rv3671c inh 5, FBA Mtb inh 3, CCHFV vOTU inh 3 and GDH-TPI inh 1.
For CC(=O)c1cccc(NC(=O)CCS(=O)(=O)c2cccc3nsnc23)c1 the results were MazF activator 5, BioA inh -0.4, FadD28 binding -1.3, VHR inh abs 37, UGM FP inh -2.2, BoNT F protease 0, Rv3671c inh -13, FBA Mtb inh -8, CCHFV vOTU inh -3 and GDH-TPI inh 8.
`COCCCNC(=S)NNC(=O)C1CC1c1ccc(C(C)(C)C)cc1` (stereo not drawn) gave MazF activator 3, FadD28 binding -2.3, VHR inh abs 6, BoNT F protease -1, FBA Mtb inh 1, CCHFV vOTU inh 1 and GDH-TPI inh 1.
`CCOC(=O)C(C)(C)NS(=O)(=O)c1ccc(Cl)c([N+](=O)[O-])c1` gave MazF activator 6, BioA inh -1.1, FadD28 binding 0.9, VHR inh abs 4, UGM FP inh 2.4, BoNT F protease -2, Rv3671c inh 12, FBA Mtb inh -3, CCHFV vOTU inh -2 and GDH-TPI inh -5.
Screening Cn1c(=O)c2c(nc(N3CCOCC3)n2CCCNC2=NCCCCC2)n(C)c1=O returned MazF activator 1, FadD28 binding -0.4, VHR inh abs 13, UGM FP inh -0.8, BoNT F protease -5, Rv3671c inh 2, FBA Mtb inh -1, CCHFV vOTU inh 5 and GDH-TPI inh 7.
For COc1cc(/C=C/C(=O)OC(C)C(=O)NC2CCCCC2C)cc(Cl)c1OC (stereo not drawn) the results were MazF activator 3, BioA inh -0.8, FadD28 binding -2.2, UGM FP inh -1.2, BoNT F protease 11, Rv3671c inh -4, FBA Mtb inh 0, CCHFV vOTU inh 21 and GDH-TPI inh -1.
O=C(c1ccco1)N1CCN(C(=O)C2CC(=O)N(c3ccccc3)C2)CC1 (stereo not drawn) was read as MazF activator -1, BioA inh 7.0, FadD28 binding 0.0, VHR inh abs 4, UGM FP inh -0.4, BoNT F protease 0, Rv3671c inh 1, FBA Mtb inh 3, CCHFV vOTU inh -3 and GDH-TPI inh -6.
Screening O=C(c1sc2cc([N+](=O)[O-])ccc2c1Cl)N1CCCCC1 returned MazF activator 4, FadD28 binding -3.6, VHR inh abs -2, UGM FP inh 4.1, BoNT F protease 5, Rv3671c inh 5, FBA Mtb inh -6, CCHFV vOTU inh -3 and GDH-TPI inh -8.
Cc1cccc(S(=O)(=O)NC2CCCCCCC2)c1 was read as MazF activator 0, FadD28 binding -2.3, VHR inh abs -8, UGM FP inh -0.1, BoNT F protease 15, Rv3671c inh 2, FBA Mtb inh 0, CCHFV vOTU inh 9 and GDH-TPI inh -10.
`CN(C)/N=C/c1ccc(OC(=O)c2cccc([N+](=O)[O-])c2)cc1` gave MazF activator 1, BioA inh 0.5, FadD28 binding -0.1, VHR inh abs 26, UGM FP inh 1.9, BoNT F protease -1, Rv3671c inh 5, FBA Mtb inh -2, CCHFV vOTU inh -9 and GDH-TPI inh 11.
CCc1cc2c(=O)c(-c3ccc(F)cc3)c(C)oc2cc1OCC(=O)O was read as MazF activator -20, BioA inh -0.3, FadD28 binding -2.8, VHR inh abs 9, UGM FP inh 1.7, BoNT F protease 0, Rv3671c inh 4, FBA Mtb inh 0, CCHFV vOTU inh 6 and GDH-TPI inh -6.
O=[N+]([O-])c1ccc(NS(=O)(=O)c2ccc(Cl)c(Cl)c2)cc1 was read as FadD28 binding 3.1, BoNT F protease 7, FBA Mtb inh -2 and CCHFV vOTU inh 18.
`O=C(CN1C(=O)NC2(CCCCC2)C1=O)Nc1cc(C(F)(F)F)ccc1N1CCCCC1` gave MazF activator 0, BioA inh -0.4, FadD28 binding -4.2, UGM FP inh 0.4, BoNT F protease -2, Rv3671c inh 0, FBA Mtb inh -3, CCHFV vOTU inh 16 and GDH-TPI inh 9.
Screening COc1ccc(OCC(=O)NNC(=O)Nc2cccc(Cl)c2)cc1 returned MazF activator 3, BioA inh -8.1, FadD28 binding 0.0, VHR inh abs 14, UGM FP inh 0.9, BoNT F protease -8, FBA Mtb inh 0, CCHFV vOTU inh -1 and GDH-TPI inh 10.
`C(=N\Nc1nc(N2CCOCC2)nc(N2CCOCC2)n1)/c1ccncc1` gave MazF activator 8, FadD28 binding -0.4, VHR inh abs 3, UGM FP inh -0.1, BoNT F protease -8, Rv3671c inh 1, FBA Mtb inh -3, CCHFV vOTU inh -12 and GDH-TPI inh 10.
`CCOC(=O)CCN(C(=O)Nc1ccccc1)C1CCCCC1` gave MazF activator 7, BioA inh -0.3, FadD28 binding -3.2, BoNT F protease -7, FBA Mtb inh -2, CCHFV vOTU inh 5 and GDH-TPI inh -4.
COc1ccc(OCCCC(=O)OCC(=O)Nc2c(C)nn(-c3ccccc3)c2C)cc1 was read as MazF activator 0, BioA inh 0.4, FadD28 binding -3.0, UGM FP inh 0.8, BoNT F protease 0, Rv3671c inh -2, FBA Mtb inh -2, CCHFV vOTU inh 6 and GDH-TPI inh -4.
For Cc1cccc(-n2cnc3c(sc4nc(N5CCOCC5)c5c(c43)CCCC5)c2=O)c1 the results were MazF activator -22, FadD28 binding -2.7, VHR inh abs 10, UGM FP inh 0.8, BoNT F protease 3, Rv3671c inh -9, FBA Mtb inh -1, CCHFV vOTU inh -9 and GDH-TPI inh 17.

Ordered by length of the SMILES (rising): 3 of the compounds above.
`C(=N\Nc1nc(N2CCOCC2)nc(N2CCOCC2)n1)/c1ccncc1` gave MazF activator 8, FadD28 binding -0.4, VHR inh abs 3, UGM FP inh -0.1, BoNT F protease -8, Rv3671c inh 1, FBA Mtb inh -3, CCHFV vOTU inh -12 and GDH-TPI inh 10.
CCc1cc2c(=O)c(-c3ccc(F)cc3)c(C)oc2cc1OCC(=O)O was read as MazF activator -20, BioA inh -0.3, FadD28 binding -2.8, VHR inh abs 9, UGM FP inh 1.7, BoNT F protease 0, Rv3671c inh 4, FBA Mtb inh 0, CCHFV vOTU inh 6 and GDH-TPI inh -6.
For Cc1cccc(-n2cnc3c(sc4nc(N5CCOCC5)c5c(c43)CCCC5)c2=O)c1 the results were MazF activator -22, FadD28 binding -2.7, VHR inh abs 10, UGM FP inh 0.8, BoNT F protease 3, Rv3671c inh -9, FBA Mtb inh -1, CCHFV vOTU inh -9 and GDH-TPI inh 17.

Other records.
Screening COc1ccc(NC(=O)CSc2nnnn2-c2ccccc2OC)c(OC)c1 returned MazF activator -2, BioA inh 0.1, FadD28 binding -0.3, VHR inh abs -10, UGM FP inh -3.4, BoNT F protease inconclusive, Rv3671c inh 3, FBA Mtb inh -2, CCHFV vOTU inh 7 and GDH-TPI inh 2.
`C=CCn1c(C)nc2ccccc2c1=O` gave MazF activator 2, FadD28 binding -0.5, VHR inh abs -10, UGM FP inh 0.1, BoNT F protease 0, Rv3671c inh 6, FBA Mtb inh 1, CCHFV vOTU inh 1 and GDH-TPI inh 3.
For Cc1ccc(CSc2ncnc3c2cnn3Cc2ccccc2)cc1 the results were MazF activator -7, BioA inh -0.4, FadD28 binding -0.6, VHR inh abs 39, UGM FP inh 2.2, BoNT F protease -12, Rv3671c inh -12, FBA Mtb inh 1, CCHFV vOTU inh -3 and GDH-TPI inh -4.
COc1ccc(NC(=O)C/C(C)=N/NC(=O)c2ccncc2)c([N+](=O)[O-])c1 was read as MazF activator -3, BioA inh -1.3, FadD28 binding 1.5, VHR inh abs 16, UGM FP inh 0.1, BoNT F protease -4, Rv3671c inh -4, FBA Mtb inh -5, CCHFV vOTU inh 10 and GDH-TPI inh 12.
CN(C)c1cccc(CNC(=O)c2csc(COCCO)n2)c1 was read as BioA inh -1.6, FadD28 binding -4.6, BoNT F protease 8, FBA Mtb inh 0, CCHFV vOTU inh 2 and GDH-TPI inh -8.
For COc1cc(C)c(/C=C(\C#N)C(=O)Nc2ccc(C)cc2)cc1C(C)C the results were MazF activator -15, FadD28 binding -1.5, VHR inh abs 21, BoNT F protease 18, Rv3671c inh -11, FBA Mtb inh 3, CCHFV vOTU inh -3 and GDH-TPI inh 8.
Cc1ccc(C)c(NC(=O)Cc2ccc(S(=O)(=O)N3CCCCC3)s2)c1 was read as MazF activator 1, FadD28 binding -3.0, VHR inh abs -4, UGM FP inh 2.2, BoNT F protease -1, Rv3671c inh 1, FBA Mtb inh -1, CCHFV vOTU inh -2 and GDH-TPI inh -4.
For CNC(=O)/C(C#N)=C/c1c(N2CCN(c3ccccc3)CC2)nc2c(C)cccn2c1=O the results were MazF activator 16, BioA inh 0.2, FadD28 binding 1.2, UGM FP inh 0.1, BoNT F protease -16, Rv3671c inh -1, FBA Mtb inh 37*, CCHFV vOTU inh -25 and GDH-TPI inh 14.
For CCOC(=O)Cc1csc2nc(-c3ccccc3)nn12 the results were MazF activator -2, BioA inh -1.1, FadD28 binding -1.8, VHR inh abs 23, UGM FP inh -1.0, BoNT F protease 6, Rv3671c inh -1, FBA Mtb inh 4, CCHFV vOTU inh -17 and GDH-TPI inh 6.
Screening Cc1ccc(-c2noc(C3CCCN(C(=O)c4ccc(C(C)(C)C)cc4)C3)n2)o1 (stereo not drawn) returned MazF activator -11, BioA inh -1.2, FadD28 binding -2.2, VHR inh abs 2, UGM FP inh -4.1, BoNT F protease 0, Rv3671c inh 1, FBA Mtb inh -1, CCHFV vOTU inh 10 and GDH-TPI inh -6.
For COC(=O)C1=C(C)N=c2s/c(=C/c3cccs3)c(=O)n2C1c1cccs1 (stereo not drawn) the results were MazF activator -25, BioA inh -1.3, FadD28 binding -3.1, VHR inh abs 7, UGM FP inh -0.1, BoNT F protease 11, Rv3671c inh -3, FBA Mtb inh -3, CCHFV vOTU inh 5 and GDH-TPI inh -9.
Screening CC(=O)N/C(=C\c1ccc(F)cc1)C(=O)NC(Cc1c[nH]c2ccccc12)C(=O)O (stereo not drawn) returned MazF activator 5, BioA inh -0.7, FadD28 binding 0.9, VHR inh abs -9, UGM FP inh -0.6, BoNT F protease 0, Rv3671c inh -1, FBA Mtb inh -1, CCHFV vOTU inh -8 and GDH-TPI inh 11.
For CCc1nc2ccc(C(=O)N3CCN(c4ccc([N+](=O)[O-])cc4)CC3)cc2nc1CC the results were MazF activator 13, BioA inh 1.1, FadD28 binding -2.7, VHR inh abs -1, UGM FP inh -1.7, BoNT F protease 0, Rv3671c inh -5, FBA Mtb inh -8, CCHFV vOTU inh -2 and GDH-TPI inh 15.
